Bioassay records from PubChem BioAssay.
BH1578 lux ind: inducers of Vibrio cholerae quorum light production without autoinducers. V. cholerae BH1578 lux reporter, luminescence, 6 h. 350,000 tested, 0.16% active. activation, % at 18.7 µM; in the data active means activation mostly above about 9.7%, no sharp cut-off; inconclusive means no clear call, values can overlap the other calls; inactive means mostly below about 3.7%; further: not every result past the cut was called active; inactives centre near 0; reference of the scale not given here
Y pestis TopoI: blocks Yersinia pestis topoisomerase I activity. 360,000 tested, 0.064% active. Y. pestis Topo-I cleavage product accumulation, plate reader. activity, % at 10 µM; in the data active means activity above about 50%, passing the limit was not always enough; inconclusive means no clear call, values can overlap the other calls; further: inactives centre near 2
Anthrax LF prot: anthrax lethal factor protease inhibition; 360,000 tested, 0.12% active; multiplex microsphere protease cleavage assay, LF; P15917; inhibition, % at 10 µM; further: plate controls were buffer without enzyme for full effect and enzyme alone for no effect
BoNT-A LC inh2: BoNT A light chain protease inhibition. inhibition, % at 10 µM. 360,000 tested, 0.17% active. multiplex microsphere protease substrate cleavage, flow cytometry; further: plate controls were buffer without enzyme for full effect and enzyme alone for no effect
SSB-PriA inh: blocks PriA binding to SSB C-terminal tail. AlphaScreen SSBct-PriA binding, biotinylated peptide. inhibition, % at 33 µM. 430,000 tested, 0.6% active; in the data active means inhibition mostly above about 37%, no sharp cut-off; inactive means mostly below about 20%;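 further: plate controls were negative control peptide for no effect and reference peptide for full effect; strong numbers were not always called active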
PfHsp40 yeast: rescue of PfHsp40-mediated yeast toxicity; S. cerevisiae expressing PfHsp40, growth rescue, ATP luminescence; growth rescue, % at 12.5 µM; 340,000 tested, 0.68% active; in the data active means growth rescue above about 28%, passing the limit was not always enough; inconclusive means no clear call, values can overlap the other calls;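 further: yeast W303a lacking pdr1 and pdr3 grown in galactose medium; growth measured after three days at 30 °C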
3CLpro inhibitor: SARS-CoV 3CLpro protease inhibition; 290,000 tested, 0.14% active; inhibition, % at 6 µM; recombinant SARS-CoV 3CLpro, quenched FRET peptide cleavage; P0C6X7; in the data active means inhibition above about 12%
PrPC surface inh: inhibitors of human cell surface prion protein PrPC; P04156; TR-FRET read-out; inhibition, % at 13.8 µM; 370,000 tested, 0.43% active; AID 720596; in the data active means inhibition above about 24%; further: 0% = median of the test wells and 100% = reference compound wells
TcdB inh: inhibitors of Clostridioides difficile toxin B glycohydrolase; P18177; TcdB glycohydrolase enzymatic assay, plate reader; inhibition, % at 9.99 µM; 350,000 tested, 0.24% active; AID 652162; in the data active means inhibition above about 10%
Target sequence (P18177 whole entry, looked up): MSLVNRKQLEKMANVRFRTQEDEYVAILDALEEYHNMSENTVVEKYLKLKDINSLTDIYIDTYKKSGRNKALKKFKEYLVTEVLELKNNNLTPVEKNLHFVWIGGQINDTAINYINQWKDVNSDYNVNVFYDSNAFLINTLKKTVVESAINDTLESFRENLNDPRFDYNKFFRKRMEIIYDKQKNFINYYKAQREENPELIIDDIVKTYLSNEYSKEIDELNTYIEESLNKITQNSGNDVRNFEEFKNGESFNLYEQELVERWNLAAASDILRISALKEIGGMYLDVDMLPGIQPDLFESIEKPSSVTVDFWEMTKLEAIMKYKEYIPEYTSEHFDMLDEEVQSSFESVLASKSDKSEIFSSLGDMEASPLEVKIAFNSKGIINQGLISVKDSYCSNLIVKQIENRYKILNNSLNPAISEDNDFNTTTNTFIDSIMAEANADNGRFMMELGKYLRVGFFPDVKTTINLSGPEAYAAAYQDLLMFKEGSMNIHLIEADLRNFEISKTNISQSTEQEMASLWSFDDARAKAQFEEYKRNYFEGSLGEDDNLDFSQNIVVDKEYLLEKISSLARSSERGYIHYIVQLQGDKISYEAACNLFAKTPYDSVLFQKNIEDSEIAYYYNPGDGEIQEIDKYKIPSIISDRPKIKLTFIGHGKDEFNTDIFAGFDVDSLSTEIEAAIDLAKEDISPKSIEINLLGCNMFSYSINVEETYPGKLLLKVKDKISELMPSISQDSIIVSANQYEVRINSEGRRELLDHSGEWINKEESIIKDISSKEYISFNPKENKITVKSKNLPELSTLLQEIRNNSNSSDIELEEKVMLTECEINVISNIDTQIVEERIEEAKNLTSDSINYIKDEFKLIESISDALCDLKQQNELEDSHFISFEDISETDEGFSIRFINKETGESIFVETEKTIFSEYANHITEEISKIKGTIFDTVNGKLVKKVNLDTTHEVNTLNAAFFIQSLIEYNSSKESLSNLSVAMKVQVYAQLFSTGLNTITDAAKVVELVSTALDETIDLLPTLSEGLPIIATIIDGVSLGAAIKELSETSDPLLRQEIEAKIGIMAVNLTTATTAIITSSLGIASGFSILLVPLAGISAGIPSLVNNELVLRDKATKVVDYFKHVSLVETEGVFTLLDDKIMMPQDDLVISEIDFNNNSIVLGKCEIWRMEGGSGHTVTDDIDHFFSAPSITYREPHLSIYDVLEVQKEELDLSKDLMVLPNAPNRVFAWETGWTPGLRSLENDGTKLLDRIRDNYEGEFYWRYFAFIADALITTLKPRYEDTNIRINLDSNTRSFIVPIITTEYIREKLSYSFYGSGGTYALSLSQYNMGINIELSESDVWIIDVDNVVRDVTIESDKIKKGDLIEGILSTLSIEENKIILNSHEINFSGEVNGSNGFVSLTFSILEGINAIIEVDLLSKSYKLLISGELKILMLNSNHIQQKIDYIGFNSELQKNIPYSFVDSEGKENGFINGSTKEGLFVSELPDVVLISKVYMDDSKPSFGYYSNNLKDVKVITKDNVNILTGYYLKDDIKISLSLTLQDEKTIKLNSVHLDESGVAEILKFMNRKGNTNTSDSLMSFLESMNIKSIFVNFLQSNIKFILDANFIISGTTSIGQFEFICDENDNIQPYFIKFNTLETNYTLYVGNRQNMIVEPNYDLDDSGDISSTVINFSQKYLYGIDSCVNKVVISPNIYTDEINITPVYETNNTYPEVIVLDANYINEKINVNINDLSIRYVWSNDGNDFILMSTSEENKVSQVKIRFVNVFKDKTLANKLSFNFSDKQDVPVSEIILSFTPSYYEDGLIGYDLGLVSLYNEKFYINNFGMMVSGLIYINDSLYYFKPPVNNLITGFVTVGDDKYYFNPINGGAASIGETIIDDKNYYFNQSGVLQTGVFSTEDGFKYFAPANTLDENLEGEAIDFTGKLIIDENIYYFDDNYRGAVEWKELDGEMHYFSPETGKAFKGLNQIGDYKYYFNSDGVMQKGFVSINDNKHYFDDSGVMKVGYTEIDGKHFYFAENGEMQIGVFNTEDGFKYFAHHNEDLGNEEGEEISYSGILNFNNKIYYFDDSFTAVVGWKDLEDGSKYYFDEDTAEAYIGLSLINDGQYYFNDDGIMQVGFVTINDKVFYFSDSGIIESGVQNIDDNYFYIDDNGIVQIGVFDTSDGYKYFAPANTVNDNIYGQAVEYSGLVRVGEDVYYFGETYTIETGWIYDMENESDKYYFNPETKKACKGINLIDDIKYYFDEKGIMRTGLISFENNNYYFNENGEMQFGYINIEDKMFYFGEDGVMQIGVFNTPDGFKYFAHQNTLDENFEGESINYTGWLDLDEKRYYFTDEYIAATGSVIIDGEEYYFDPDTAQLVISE
* marks the source's active call; other numbers are inactive results; i = inactive; ? = inconclusive; . = no result given; & = joins results of further samples. Unless noted, no stated cut-off is given here; in the data, active means inhibition above about 30%; inconclusive means no clear call, values can overlap the other calls; inactive means below that.

SMILES	BH1578 lux ind	Y pestis TopoI	Anthrax LF prot	BoNT-A LC inh2	SSB-PriA inh	PfHsp40 yeast	3CLpro inhibitor	PrPC surface inh	TcdB inh
CC(C)NC(=O)C1(C)Cc2c(-c3ccc(N(C)C)cc3)ccnc2O1 (stereo unspecified)	-0.9	-2	-6	-0.3	.	.	.	-11	0.9
CCc1cc(C(N)=O)c(NC(=O)c2ccc(OC)cc2)s1	-0.2	6	-1	-1.1	-9	648*	0	5	.
CCOc1ccccc1NC(=O)CNS(=O)(=O)c1ccc2nc(C)sc2c1	-0.3	-3	-1	-0.1	-2	-0.4	-5	-1	-0.2
COc1ccc(C(=O)NCCNc2ccccc2[N+](=O)[O-])cc1	-0.4	6	-1	-1.9	11	-1.0	4	-24	1.6
O=C(Cc1cccs1)Nc1nc(-c2cccnc2)cs1	i	1	-5	1.8	24&-15	0.8	3	18	1.3
Cc1ccccc1C(=O)NC1CCN(CC(=O)NC2CCCCC2)CC1	-0.6	-3	1	1.8	-1	-0.7	5	5	0.5
CCc1nnc(NC(=O)c2cccc(S(=O)(=O)N3CC(c4ccccc4)CC3=O)c2)s1 (stereo unspecified)	1.3	9	2	0.3	-2	-0.5	-2	1	0.2
COc1ccccc1-n1c(SCC(N)=O)nnc1-c1ccccc1	i	10	-3	-1.2	-8	-1.1	1	-4	.
CC(=O)Nc1ccc(N2C(=O)C3C4C=CC(CC4)C3C2=O)cc1 (stereo unspecified)	1.7	0	-22	-3.3	-6	-1.4	-4	4	-2.2
CCCn1c(SCC(=O)NCCCN2CCCC2=O)nc2ccccc2c1=O	-1.0	-1	-3	2.2	-10	-0.5	.	6	-0.3
COC(=O)[C@]12CCCCC=C1N(Cc1ccccc1)C(=O)[C@H](CC(=O)N1CCN(C(=O)c3ccco3)CC1)C2	.	.	3	-0.7	.	.	.	-5	0.1
COc1ccc(OCC(O)CNC(=O)Nc2cc(F)ccc2C)cc1 (stereo unspecified)	-0.9	-4	-12	-0.9	-10	-0.4	-2	0	0.9
CC(=O)c1c(C)nn(CC(=O)NC2CCCN(Cc3ccc(CC(C)C)cc3)C2)c1C (stereo unspecified)	-0.4	-4	-1	-1.6	8	-0.5	5	-2	-2.2
Cc1ccc(CN2CCN(CC(=O)N3CCC(C(N)=O)CC3)C2=O)cc1	-0.2	-1	1	-0.7	-1	-0.4	-2	9	0.8
Cc1ccc(CNC(=O)C(NS(=O)(=O)c2cccs2)C(C)C)cc1 (stereo unspecified)	i	-1	3	0.6	-2	-1.4	3	-4	.
COc1ccccc1NC(=O)N(C)C[C@H]1Oc2ncc(C#CCN(C)C)cc2C(=O)N([C@H](C)CO)C[C@H]1C	0.0	7	2	0.0	.	.	.	.	-0.3&-1.2
COc1ccc(Cl)cc1NC(=O)CN(C)C(=O)c1ccc2c(c1)OCCO2	-1.0	11	24	14	-7	1.2	.	-2	1.0
CCNc1ccc(C(=O)OCC)cc1NC(=O)c1cccc(N(C)C)c1	i	13	1	0.8	-1	-0.4	-3	14	-2.0
COc1ccc(N2Cc3ccccc3C2)cc1Cl	-0.1	-11	-6	0.6	1	-0.5	1	-4	0.6
Cc1ccc(OCC(=O)Nc2ccccc2Sc2ccc(Cl)cc2)c([N+](=O)[O-])n1	-0.3	32	-1	-0.3	0	3.9	4	10	.
COc1ccc(-c2ccc3c(c2)[C@@H]2C[C@H]4[C@@H](C(=O)N2CC3)[C@H](C)ON4C)cc1	1.4	15	3	0.2	2	0.3	.	12	1.9
COC(=O)C1=C(c2ccc(F)cc2OCc2ccccc2)C[C@@H]2CC[C@H]1N2C(=O)NCc1ccc2c(c1)OCO2	i	36	-8	-0.2	-1	2.9	.	9	-1.3
CC(C)[C@H](NC(=O)[C@@H]1Cc2ccccc2CN1C(=O)OC(C)(C)C)C(=O)NC1CCCC1	-3.1	-13	-3	0.9	-6	-1.1	5	-9	0.8
COc1ccc(C)c2sc(NC(=O)c3cccc(N4C(=O)CCC4=O)c3)nc12	-0.1	14	2	-3.0	-17&0	-0.4	0	1	-0.3
O=C(/C=C/Nc1ccc(F)c(Cl)c1)c1ccccc1	0.4	-4	-1	1.2	-15	-0.5	7	11	-0.7
CN(C)C(=O)CCc1ccc2c3c([nH]c2c1)[C@]1(C)[C@@H](C(=O)N2CCCCC2)C[C@H](CC(=O)NCC24CC5CC(CC(C5)C2)C4)C(=O)N1CC3	-0.2	12	4	-0.1	3	0.7	.	-7	0.3
O=C(c1cccc2c1C(=O)N(Cc1cccnc1)C2)N1CCN(c2ccccc2)CC1	-0.8	2	-3	-1.7	-10	-1.0	4	-5	.
COc1ccc(Cc2c(-c3ccc(F)cc3)nc3c4ccccc4ccn23)c(C)c1	.	.	0	0.9	.	.	.	-2	-3.0
COc1ccc(CC(NC(=O)c2ccccc2)C(=O)NCC(=O)O)cc1 (stereo unspecified)	i	-7	4	0.4	-1	1.4	-4	-2	-0.6
CN(c1ccccc1)S(=O)(=O)c1ccc(C(=O)Nc2nccs2)cc1	-0.2	0	3	-0.5	-5	0.5	-2	-3	2.8
O=C(c1cnn2c(C(F)(F)F)cc(-c3ccc4c(c3)OCO4)nc12)N1CCCCC1	-0.3	7	-10	2.3	-17	1.0	2	-6	.
CCOc1ccc2c(c1)/C(=N/N1C(=O)c3ccccc3C1=O)C(=O)N2	-0.2	-7	3	2.2	.	-1.5	3	-31	1.3
O=C(NCCc1ccccc1)C1CCN(C2CCN(Cc3ccc(CO)o3)CC2)CC1	-0.5	-1	-7	-1.1	-4	-2.1	9	3	-4.0
COc1ccc(CSc2ccc(S(=O)(=O)N3CCCC3)cn2)cc1F	-0.5	8	0	0.1	.	.	.	10	0.1
Nn1c(SCc2ccc(F)cc2)nnc1-c1cccnc1	i	-11	.	.	-19	-0.2	-5	6	0.9
COc1ccc(C)cc1NC(=O)CCCN1C(=S)NC(C)(C)CC1C (stereo unspecified)	0.1	-5	-9	1.0	3	-0.6	4	2	.
O=C(O)CN1C(=O)/C(=C\c2cc(Br)ccc2OCc2ccccc2Cl)SC1=S	-0.6	-6	2	-0.3	8	0.5	-3	3	-2.1
COc1ccc(CN2C[C@H](C)[C@@H](CC(=O)NCc3ccccc3)C2=O)cc1	-0.4	15	-4	0.5	3	1.9	-5	-2	1.6
Cc1nc(C)c(-c2ccn(C(=O)NC(C)C)n2)s1	-0.6	5	3	0.8	-5	-0.3	-4	-2	-0.5
COC(=O)CCC(=O)NC(=S)Nc1ccccc1F	-0.5	-7	4	0.0	-6	-1.0	5	-1	2.1
CN(C(=O)COC(=O)C1(C)CC1(Cl)Cl)c1c(N)n(Cc2ccccc2)c(=O)[nH]c1=O (stereo unspecified)	-0.5	1	-10	-0.3	8	0.8	.	-4	2.9
O=C(Nc1cccc2ccccc12)c1ccc2sc([C@@H]3O[C@H](CO)[C@H](O)[C@H](O)[C@H]3O)nc2c1	-0.6	-3	-3	0.4	.	.	.	3	0.8
CC(C)C(NC(=O)CN(c1cccc(F)c1)S(C)(=O)=O)C(C)C	i	1	1	0.7	-13	0.0	2	7	.
Cc1ccc(S(=O)(=O)CS(=O)(=O)c2ccc(C)cc2)cc1	i	4	-1	-0.8	-15	-1.5	.	8	0.4
Cc1c(NC(=O)c2cc(-c3ccc(F)cc3)nc3ccccc23)c(=O)n(-c2ccccc2)n1C	i	11	-6	-0.5	-8	0.1	.	-8	1.3
CCOC(=O)c1ccc(N/C=C/C(=O)c2ccccc2)cc1	2.9	-2	-2	-1.1	8	-0.1	4	-4	0.4
CC(=O)NS(=O)(=O)c1ccc(NC(=O)C2c3ccccc3Oc3ccccc32)cc1	i	-8	2	-0.4	3	1.2	4	-3	.
COc1cc(NC(=S)Nc2cccnc2)cc(OC)c1OC	-0.4	2	-3	-0.1	3	-0.3	-5	2	0.8
O=C1NC(=O)C(Cc2ccc(O)cc2)N1 (stereo unspecified)	-0.3	-6	-2	0.1	-14	-0.3	.	1	0.5
Cc1ccc(NC(=O)c2cccc(S(=O)(=O)N3CCc4ccccc4C3)c2)nc1	-0.8	4	0	-0.8	20	0.8	.	0	1.5
Cc1c(-c2nc(-c3ccc(C(C)(C)C)cc3)no2)n(C)oc1=O	-0.5	18	.	.	-4	-1.5	1	2	4.7
NS(=O)(=O)c1ccc(CCNC(=O)CCc2nc3sc4c(c3c(=O)[nH]2)CCCC4)cc1	-1.4	5	?	-14	-6	-0.2	.	-2	2.7
COc1ccc2c(c1OC)C(=O)N(C(C)C(=O)O)C2=O (stereo unspecified)	11	-12	-1	-0.4	-4	-0.3	1	-1	.
CCCCCCN=C(C)C1=C(O)C(C(=O)OC)C(C)(C)CC1=O (stereo unspecified)	i	13	-2	0.1	-14	0.4	5	0	.
COc1ccc(C(=O)Nc2cc(C)on2)c(OC)c1	i	-4	-12	-2.2	-8	-0.2	1	-1	0.6
Cc1cc(C)nc(NC(=O)CCN2C(=O)c3ccccc3S2(=O)=O)n1	i	-7	0	1.2	1	0.4	.	4	-1.6
O=C(Nc1cccc(S(=O)(=O)NC2=NCCC2)c1)C1CCC1	0.6	2	-1	-0.2	-9	0.9	1	5	0.0
CCc1nccn1C(=O)c1cnn2c(C(F)F)cc(-c3ccc(C)cc3)nc12	-0.5	7	-2	-0.2	-7	4.8	-1	-15	-3.7
CCOC1(OCC)OC(c2ccccc2)=C(C#N)C(C=Cc2ccccc2)C1(OCC)OCC (stereo unspecified)	-3.1	-3	-5	0.2	.	.	.	7	-0.6
COC(=O)CSc1nnc(CNC(=O)c2ccccc2F)n1-c1ccccc1	i	7	-5	-0.3	-5	-0.8	-1	1	-0.2

Next section
SMILES	BH1578 lux ind	Y pestis TopoI	Anthrax LF prot	BoNT-A LC inh2	SSB-PriA inh	PfHsp40 yeast	3CLpro inhibitor	PrPC surface inh	TcdB inh
Nc1ncncc1-c1ccc(F)cc1	-0.2	7	-1	-0.1	.	.	.	-9	0.6
COc1ccc(CNC(=O)C/C(C)=N/NC(=O)Cc2ccc(OC)cc2)cc1	i	0	-2	-0.1	.	-1.1	8	5	.
CN(C(=O)COC(=O)c1ccc(Br)c(S(=O)(=O)N2CCOCC2)c1)C1CCCCC1	-1.2	19	-5	-0.9	-6	0.2	.	0	0.1
Cc1ccc(Cl)c(OCC(=O)NCC(c2cccs2)N2CCOCC2)c1 (stereo unspecified)	i	1	2	2.0	-11	-0.6	.	8	1.7
Cc1ccc(SCc2c(C(=O)N/N=C/c3ccccc3)nnn2-c2nonc2N)cc1	-0.9	-10	-8	-0.6	i	-0.7	2	11	0.4
O=C(O)CCCNC1=NCCC1	-0.7	-5	-4	-0.1	-17	-1.8	-4	-6	.
CC(C)[C@H](NC(=O)c1cccc(S(=O)(=O)N2CCOCC2)c1)C(=O)NCc1ccc(F)cc1	-8.3	-3	-5	-0.2	8	-0.4	.	6	2.1
CCOC(=O)CN(Cc1sccc1C)C(=O)Nc1ccc(OC)cc1OC	i	2	0	-1.4	-5	-0.9	2	2	.
Cc1ccc(C(=O)NC2CCN(C(=O)Nc3ccc(F)cc3)CC2)cc1	i	-3	-4	-2.5	6	0.6	1	-3	0.8

A portion of the library. The share of hits here may be higher or lower than overall.
